Screens deposited in PubChem by National Center for Advancing Translational Sciences (NCATS).
Tb PYK inh: blocks Trypanosoma brucei pyruvate kinase; Q57TT1; TbPYK enzyme, Kinase-Glo Plus ATP luminescence, 45 min; Potency, µM (titrated, usually from 76.8 µM), without a hit: at the highest dose activity, negative = inhibition, actives largely listed as inhibitors; 410,000 compounds, 0.12% hits; AID 624173; active = well fitted inhibition curve with a large enough effect; also: nearly all actives have a fitted effect of over 50% in size
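Screened from lowest to highest concentration, compounds were pinned into TbPYK/substrate mixtures, and ADP (130 uM final) was added. Plates sat at room temperature for 45 min prior to Kinase-Glo Plus detection by luminescence.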
An asterisk follows results filed as active; [ ] = remark or other dose. % is scaled to controls: 0 for no effect and ±100 for the full control effect; potency is read from the fitted curve at half-maximal effect. These rows are one share of the data; count on the stated rates, not on these rows.

What do the screens show for `O=C(CSc1nc2c([nH]c3ccccc32)c(=O)n1-c1ccccc1)c1ccc(Cl)cc1`?
Tb PYK inh: -5%

Results for Cc1cc(C)c(Cn2c3ccccc3c3cnn(CC(=O)N4CCCCCC4)c(=O)c32)c(C)c1 ?
Tb PYK inh: 4%

Results for O=C(NCCc1ccc(Cl)cc1)c1cc(-c2ccccc2)n[nH]1 ?
Tb PYK inh: -3%

What do the screens show for `Clc1nc(Cl)c2ncn(-c3ccccc3)c2n1`?
Tb PYK inh: -19%

Results for CCOC(=O)C1(C)CCN1C(=O)c1cccc2ccccc12 (stereo not drawn) ?
Tb PYK inh: 4%

What do the screens show for `CCN(CC)CCCNC(=O)c1ccc2c(c1)N(Cc1c(F)cccc1Cl)C(=O)c1ccccc1S2`?
Tb PYK inh: 6%

What do the screens show for `CCCNC(=O)C1(C)CCN(Cc2ccc(C)c3ccccc23)C1` (stereo not drawn)?
Tb PYK inh: -1%

How did COCCNc1ccc(-c2nc(-c3ccccn3)no2)cc1[N+](=O)[O-] do in these assays?
Tb PYK inh: -6%

How did COc1ccc(Cc2c(-c3cccc(Br)c3)nc3ccc(Cl)cn23)c(C)c1 do in these assays?
Tb PYK inh: -3%

What do the screens show for `CCCN1CCN(CCCNC(=O)c2cnn(-c3ccc(C)cc3)c2-n2cccc2)CC1`?
Tb PYK inh: 2%

What do the screens show for `COc1ccc(Nc2nc3cc(-c4ccsc4)sc3c(=O)n2C)cc1OC`?
Tb PYK inh: -8%

How did CCCCOCCCNC(=O)C[C@@H]1C[C@@]2(C(=O)OC)CCCCC=C2N(Cc2ccco2)C1=O do in these assays?
Tb PYK inh: -5%

What do the screens show for `Cc1cccc(NC(=O)CN2C(=O)C(c3ccc(F)cc3)=NC23CCCCCC3)c1C`?
Tb PYK inh: 5%

Results for Cc1ccc(NC(=O)C2CCN(c3nc4ccccc4[nH]3)CC2)cc1Cl ?
Tb PYK inh: 3%[15.4 µM]

How did CNC(=O)C1Cc2c(-c3ccccc3Oc3ccccc3)ccnc2O1 (stereo not drawn) do in these assays?
Tb PYK inh: 8%

Results for CC(C)Nc1ncnc2c1ncn2[C@H]1CN(Cc2ccco2)C[C@@H](CO)O1 ?
Tb PYK inh: -7%

How did C[n+]1c(-c2ccccc2)sc([S-])c1-c1ccccc1 do in these assays?
Tb PYK inh: -19%

How did O=C1C(=Cc2ccco2)CCCC1=Cc1ccco1 do in these assays?
Tb PYK inh: -12%

How did CCOC(=O)N1CCN(C(=O)CN(c2cccc(Cl)c2C)S(=O)(=O)c2ccc(C)cc2)CC1 do in these assays?
Tb PYK inh: 0%

How did O=S(=O)(CCNCCc1ccccc1)NCc1ccccc1 do in these assays?
Tb PYK inh: 1%

Looked up by compound from the list above:
How did CNC(=O)C1Cc2c(-c3ccccc3Oc3ccccc3)ccnc2O1 (stereo not drawn) do in these assays?
Tb PYK inh: 8%

Results for Cc1ccc(NC(=O)C2CCN(c3nc4ccccc4[nH]3)CC2)cc1Cl ?
Tb PYK inh: 3%[15.4 µM]

What do the screens show for `O=C(CSc1nc2c([nH]c3ccccc32)c(=O)n1-c1ccccc1)c1ccc(Cl)cc1`?
Tb PYK inh: -5%

What do the screens show for `Cc1cccc(NC(=O)CN2C(=O)C(c3ccc(F)cc3)=NC23CCCCCC3)c1C`?
Tb PYK inh: 5%

How did O=S(=O)(CCNCCc1ccccc1)NCc1ccccc1 do in these assays?
Tb PYK inh: 1%

The main list resumes with the four entries that preceded the break.
How did C[n+]1c(-c2ccccc2)sc([S-])c1-c1ccccc1 do in these assays?
Tb PYK inh: -19%

How did O=C1C(=Cc2ccco2)CCCC1=Cc1ccco1 do in these assays?
Tb PYK inh: -12%

How did CCOC(=O)N1CCN(C(=O)CN(c2cccc(Cl)c2C)S(=O)(=O)c2ccc(C)cc2)CC1 do in these assays?
Tb PYK inh: 0%

How did O=S(=O)(CCNCCc1ccccc1)NCc1ccccc1 do in these assays?
Tb PYK inh: 1%

Results for CCCCCCN1CCN(C2CN(C3CCCCC3)S(=O)(=O)C2)CC1 (stereo not drawn) ?
Tb PYK inh: 4%

What do the screens show for `CCc1nc2c(OCCOc3ccc(F)cc3)cccn2c1N(C)C(=O)c1ccccc1F`?
Tb PYK inh: -4%

How did COc1cc(C2CC(=O)Nc3cc4c(cc32)OCCO4)cc(Br)c1OC (stereo not drawn) do in these assays?
Tb PYK inh: 1%

What do the screens show for `Nc1ccn([C@@H]2O[C@H](CNCc3cccc(OC4CCCC4)c3)[C@@H](O)[C@H]2O)c(=O)n1`?
Tb PYK inh: -2%

How did CCOC(=O)c1c(C)[nH]c(C)c1S(=O)(=O)N(C)CC(=O)N1CCN(c2ccccc2)CC1 do in these assays?
Tb PYK inh: -7%

What do the screens show for `Cc1cc(OCC(=O)N(Cc2sccc2C)C2CCS(=O)(=O)C2)ccc1Cl` (stereo not drawn)?
Tb PYK inh: -1%

Results for CCOc1ccc(-c2cc(C(=O)NCc3ccc(OC)cc3)c3c(-c4ccc(F)cc4)[nH]nc3n2)cc1 ?
Tb PYK inh: 0%

How did O=C(COCc1cc(-c2ccc(F)cc2)on1)Nc1cc(Cl)ccc1O do in these assays?
Tb PYK inh: 0%

What do the screens show for `CCn1c(CN2CCCCC2)nc2cc(NC(=O)c3ccccc3[N+](=O)[O-])ccc21`?
Tb PYK inh: -5%

How did COC(=O)c1ccc(NS(=O)(=O)c2ccc3c(c2)n(C)c(=O)c(=O)n3C)cc1 do in these assays?
Tb PYK inh: 3%

Results for CCCSc1nnc2n(-c3ccc(OC)cc3)c(=O)c3c4c(sc3n12)COC(C(C)C)C4 (stereo not drawn) ?
Tb PYK inh: 0%

Results for CC(C)(C)Oc1ccccc1Nc1nc(NCCO)nc(N2CCCC2)n1 ?
Tb PYK inh: 0%

What do the screens show for `CCCC(C)(C)C(=O)N1CCC1(C)C(=O)Nc1ccc(OC)c(OC)c1` (stereo not drawn)?
Tb PYK inh: 0%

Results for Nc1ccn([C@@H]2O[C@H](CN=C3NS(=O)(=O)c4ccccc43)[C@@H](O)[C@H]2O)c(=O)n1 ?
Tb PYK inh: 9%

What do the screens show for `c1ccc(CN2Cc3ccccc3-n3nncc3C2)nc1`?
Tb PYK inh: -2%

What do the screens show for `Cc1cc(=O)[nH]c2nc3ccccc3n12`?
Tb PYK inh: -2%

What do the screens show for `Cc1ccccc1S(=O)(=O)N(C)C[C@H]1OCc2cnnn2CCCC(=O)N([C@H](C)CO)C[C@H]1C`?
Tb PYK inh: 2%

Results for Cn1ccc2c(-c3ccc(F)cc3F)cc3c(c21)C1CCC3C1 (stereo not drawn) ?
Tb PYK inh: -1%

What do the screens show for `Cc1ccc(N2CCN(C(=O)C3CCN(S(=O)(=O)c4ccc5c(c4)oc(=O)n5C)CC3)CC2C)cc1` (stereo not drawn)?
Tb PYK inh: 3%

What do the screens show for `Cc1ccc(C(=O)Oc2c(S(=O)(=O)c3ccccc3)c(C)nn2-c2ccccc2)cc1`?
Tb PYK inh: -4%

What do the screens show for `CC1CN(C(=O)N2CCC(C(=O)NCCCc3ccccc3)CC2)c2ccccc2O1` (stereo not drawn)?
Tb PYK inh: -7%

What do the screens show for `CN(C)/N=C/C=C1\CC/C(=C\c2ccc(F)c(F)c2)C1=O`?
Tb PYK inh: 1%

How did CC1CCN(S(=O)(=O)c2ccc3nc(NCc4ccc(N(C)C)cc4)ccc3c2)CC1 do in these assays?
Tb PYK inh: -2%

Results for Cc1ccc(-c2nc(CS(=O)(=O)CC(=O)Nc3cc(C)ccc3C)c(C)o2)cc1 ?
Tb PYK inh: 2%

Results for CCOC(=O)C(C)Sc1nc(N2CCOCC2)c2c(c1C#N)CC(C)(C)OC2 (stereo not drawn) ?
Tb PYK inh: -1%

How did Cc1ccc(CCNC(=O)c2ccc(Nc3nc4ccccc4n4nnnc34)cc2)cc1 do in these assays?
Tb PYK inh: 2%

How did Oc1[nH]c2ccccc2c1N=Nc1ccccc1Cl do in these assays?
Tb PYK inh: -2%

How did CCc1ccc(CNC(=O)C2COc3ccccc3C2)cc1 (stereo not drawn) do in these assays?
Tb PYK inh: 4%

Results for COc1ccc(OC)c(CC(C)N)c1 (stereo not drawn) ?
Tb PYK inh: -7%[157 µM]

How did Nc1ccc2c3c(cccc13)-c1ccccc1-2 do in these assays?
Tb PYK inh: 3%

What do the screens show for `COc1ccc(CNC(=O)CCS(=O)(=O)c2cc3c4c(c2)CCN4C(=O)CC3)cc1`?
Tb PYK inh: -2%

How did O=C(NCCN1CCNC1=O)c1ccc2sc([C@H]3C[C@H](O)[C@@H](CO)O3)nc2c1 do in these assays?
Tb PYK inh: -8%

What do the screens show for `CCCCOc1cccc(C(=O)N(Cc2cccs2)c2ccc(OC)cc2)c1`?
Tb PYK inh: 11%

What do the screens show for `Cc1csc(NC(C)c2nc3cc(C(F)(F)F)ccc3n2CCOCCO)n1` (stereo not drawn)?
Tb PYK inh: -2%

How did CC1CCN(c2nc(-c3ccc(C(C)(C)C)cc3)nc3ccccc23)CC1 do in these assays?
Tb PYK inh: -2%

How did Cc1nc(-c2cccnc2)sc1CCNS(=O)(=O)c1ccc(F)cc1 do in these assays?
Tb PYK inh: -10%

How did CCCCCCCCN1C(=O)[C@H](CC(=O)NCCC(C)C)C[C@@]2(C(=O)OC)CCCCC=C12 do in these assays?
Tb PYK inh: 1%

Results for O=C(C=Cc1ccco1)N1CCOCC1 ?
Tb PYK inh: -3%

Results for CCc1nc(SCc2cc(=O)[nH]c3ccccc23)c2c(C)c(C)sc2n1 ?
Tb PYK inh: -3%

What do the screens show for `COc1ccc2ccccc2c1C=NN1CCCCC1`?
Tb PYK inh: 1%

What do the screens show for `COCCN1C[C@@H](CO)O[C@@H](n2cnc3c(NC4CC4)ncnc32)C1`?
Tb PYK inh: 3%

How did CC(C)(C)C1CCc2c(sc(NC(=O)C3c4ccccc4Oc4ccccc43)c2C(N)=O)C1 (stereo not drawn) do in these assays?
Tb PYK inh: 3%

Results for COc1cccc(C(=O)N2CCC[C@H]2C(=O)N2CCC[C@H]2C(=O)N[C@@H](C)c2ccccc2)c1 ?
Tb PYK inh: 2%

Results for CC(C)(C)c1ccc(OCC(O)CNC(=O)c2ccccc2C(=O)O)cc1 (stereo not drawn) ?
Tb PYK inh: 2%

What do the screens show for `Cc1cccc(Cn2c(NC3CCCC3)nc3c2c(=O)[nH]c(=O)n3C)c1`?
Tb PYK inh: 4%

How did CCOc1ccc(CNC(=O)c2cc3cc(S(=O)(=O)N4CCCCC4)ccc3n2C)cc1 do in these assays?
Tb PYK inh: 5%

Results for COc1cc(F)ccc1-c1csc(C(O)(c2ccccc2)C(F)(F)F)n1 (stereo not drawn) ?
Tb PYK inh: 8%

Results for COc1cc(/C=C(\C#N)c2nc3ccccc3[nH]2)ccc1OCc1cccc(C(F)(F)F)c1 ?
Tb PYK inh: 4%

How did COc1ccc(Nc2c3c(nc4ccc(NC(=O)c5ccc(F)cc5)cc24)CCCC3)cc1OC do in these assays?
Tb PYK inh: -2%

How did CCOCCOC(=O)c1ccc(NC(=O)c2cc3ccccc3o2)cc1 do in these assays?
Tb PYK inh: 4%

What do the screens show for `COc1ccc([C@H]2C[C@H](n3cc(COC(=O)c4ccccc4)nn3)[C@@H](O)CN2CC2CCCCC2)cc1`?
Tb PYK inh: -6%

How did COc1ccc(N2C(=O)CSC23C(=O)N(CC(=O)NCc2ccccc2)c2ccccc23)cc1 (stereo not drawn) do in these assays?
Tb PYK inh: -6%

What do the screens show for `CCCCCNC(=O)CCCCCn1c(=O)[nH]c2ccsc2c1=O`?
Tb PYK inh: -3%

What do the screens show for `Cc1cccc(C(=O)C(O)(c2ccccc2)C2CCCCC2=O)c1` (stereo not drawn)?
Tb PYK inh: 7%

Results for CCC(=O)Nc1ccc(Cl)c(-c2nc3ccccc3[nH]2)c1 ?
Tb PYK inh: -4%

How did Cc1ccc([C@H]2C[C@@H](O)[C@H](n3cc(-c4ccc(F)cc4)nn3)CN2Cc2cccs2)cc1 do in these assays?
Tb PYK inh: 3%

Results for O=C(CNc1ccc(C(F)(F)F)cc1)Nc1cccc(S(=O)(=O)N2CCCCC2)c1 ?
Tb PYK inh: 6%

How did COc1ccccc1C1c2c(-c3ccc(Cl)cc3)n[nH]c2C(=O)N1c1ccc(C)cc1 (stereo not drawn) do in these assays?
Tb PYK inh: -8%

Results for CS(=O)(=O)N1CCC2(CCN(c3ccccn3)CC2)CC1 ?
Tb PYK inh: -10%

Results for CCOc1cccc(C2c3[nH]c4ccccc4c3CCN2C(=O)Cc2cccc(OCC)c2OCC)c1 (stereo not drawn) ?
Tb PYK inh: 6%

What do the screens show for `CCCCOc1ccc(C(=O)N/C(=C\c2ccc(Br)cc2)C(=O)NC2CCCCC2)cc1`?
Tb PYK inh: 1%

Results for Cc1ccc2nc3c(cc(C#N)c(=O)n3-c3nnc(SCc4ccc(F)cc4)s3)c(=O)n2c1 ?
Tb PYK inh: -2%

Results for COc1ccc(-c2nc3ccc(NS(=O)(=O)c4ccccc4)cc3o2)cc1 ?
Tb PYK inh: 2%

Among those listed so far, 5 contain a furan ring, fused or not:
How did CCCCOCCCNC(=O)C[C@@H]1C[C@@]2(C(=O)OC)CCCCC=C2N(Cc2ccco2)C1=O do in these assays?
Tb PYK inh: -5%

Results for CC(C)Nc1ncnc2c1ncn2[C@H]1CN(Cc2ccco2)C[C@@H](CO)O1 ?
Tb PYK inh: -7%

How did O=C1C(=Cc2ccco2)CCCC1=Cc1ccco1 do in these assays?
Tb PYK inh: -12%

Results for O=C(C=Cc1ccco1)N1CCOCC1 ?
Tb PYK inh: -3%

How did CCOCCOC(=O)c1ccc(NC(=O)c2cc3ccccc3o2)cc1 do in these assays?
Tb PYK inh: 4%
